Screens deposited in PubChem BioAssay by Sanford-Burnham Center for Chemical Genomics.
beta cell repl: induces beta-cell replication in MIN6 cells; MIN6 cells proliferation, ATPlite luminescence, 48 h; cells starved in 0.2% serum; 100% = growth in 10% serum; proliferation, % at 10 µM; 330,000 compounds, 0.29% hits; AID 2380;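 active means compounds whose signal lies at least 3.5 SD above the mean of all wells on their plate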;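 further: 0% = DMSO-treated cells in low-serum medium and 100% = 10% serum control; some compounds called inactive have numbers as strong as hits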
NALP3 yeast inh: inhibitors of NALP3 inflammasome in yeast. 330,000 compounds, 0.39% hits. AID 2825. inhibition, % at 10 µM. Yeast reconstituted NLRP3/ASC/caspase-1, beta-gal luminescence, 24 h;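 active means inhibition of 50% or more; inactive means inhibition below 50%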;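 further: plate controls were induced DMSO wells for no effect and uninduced yeast grown without galactose for full effect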
hIAP block: human IAP inhibition; AID 2544; 330,000 compounds, 0.12% hits; inhibition, % at 10 µM; P09923; purified IAP, CDP-Star luminescence, 30 min;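 active means inhibition reaching a set limit with compound at 10 µM in the primary screen, cut at about 35% in these data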;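 further: plate controls were DMSO wells with enzyme for no effect and no-enzyme buffer wells for full effect; values of inactives mirror those of a sister screen read the other way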
A3A deaminase: human APOBEC3A DNA deaminase inhibition. AID 493011. 330,000 compounds, 0.41% hits. recombinant A3A, FAM/TAMRA ssDNA deamination fluorescence. inhibition, % at 20 µM;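 active means at least 40% inhibition at 20 µM here, with at most 30% in a related deaminase screen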;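 further: plate controls were A3A with DMSO for no effect and wells lacking A3A enzyme for full effect; some results filed as inactive read as strong as hits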
Target sequence (P31941 whole entry, looked up): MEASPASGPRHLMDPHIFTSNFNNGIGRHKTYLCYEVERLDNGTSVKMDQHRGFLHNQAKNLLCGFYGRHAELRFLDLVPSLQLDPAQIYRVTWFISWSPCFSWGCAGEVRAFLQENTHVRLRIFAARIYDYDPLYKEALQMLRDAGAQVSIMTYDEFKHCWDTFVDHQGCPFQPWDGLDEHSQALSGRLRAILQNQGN
mIAP inh: mouse IAP inhibition; purified mouse IAP, CDP-Star luminescence, 30 min; inhibition, % at 10 µM; 330,000 compounds, 0.2% hits;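 active means inhibition of at least 40% at 10 µM in the primary screen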;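 further: plate controls were DMSO with enzyme for no effect and no enzyme wells for full effect; values of inactives mirror those of a sister screen read the other way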
hIAP activ: human IAP activation; activation factor at 10 µM; purified human IAP, CDP-Star luminescence, 30 min; hits give high values; 1 = vehicle-only enzyme, 0 = enzyme-free background; P09923; AID 2524; 330,000 compounds, 0.16% hits;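 active means activation factor of the enzyme at least 2-fold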; further: the source names both 10 and 20 µM as test concentration; values of inactives mirror those of a sister screen read the other way
SENP1 inh: blocks the human SENP1 SUMO protease catalytic domain; recombinant SENP1 catalytic domain, CyPet-SUMO1-YPet FRET cleavage; AID 624204; 360,000 compounds, 0.21% hits; inhibition, % at 10 µM;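 active means inhibition at least 30% at 10 µM, raw YFP signal under a set limit, fluorescence ratio 0.5 to 1.5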;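 further: 0% = enzyme with DMSO and 100% = no enzyme wells; some results filed as inactive read as strong as hits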
Target sequence (Q9P0U3 419-644 limits assumed): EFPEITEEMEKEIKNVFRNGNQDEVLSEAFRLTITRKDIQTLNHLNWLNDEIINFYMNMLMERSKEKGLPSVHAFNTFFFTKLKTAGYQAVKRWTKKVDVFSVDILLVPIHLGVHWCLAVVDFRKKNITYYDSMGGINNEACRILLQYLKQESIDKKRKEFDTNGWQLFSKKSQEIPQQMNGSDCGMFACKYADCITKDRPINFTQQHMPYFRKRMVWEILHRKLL
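Material: hSENP1 catalytic domain, recombinant; medium: Tris pH 8 with BME, BSA, NP40 and catalase; compound: single concentration of 10 µM compound, 0.5% DMSO final; technique: FRET read of cyan and yellow fluorescence; timing: 50 min enzyme reaction, room temperature, light-protected; reagent: SFCypet-SUMO1-SFYpet substrate at 25 nM; control set: no-enzyme low, enzyme-DMSO high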
APOBEC3G inh: inhibitors of human APOBEC3G DNA deaminase. 330,000 compounds, 0.28% hits. recombinant A3G, ssDNA deamination FAM/TAMRA fluorescence. Q9HC16. inhibition, % at 20 µM. AID 493012;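 active means inhibition of at least 40% at 20 µM, with no more than 30% in the related APOBEC3A deaminase screen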;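 further: plate controls were DMSO wells with A3G for no effect and wells lacking A3G enzyme for full effect; some compounds called inactive have numbers as strong as hits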
Target sequence (Q9HC16 whole entry, looked up): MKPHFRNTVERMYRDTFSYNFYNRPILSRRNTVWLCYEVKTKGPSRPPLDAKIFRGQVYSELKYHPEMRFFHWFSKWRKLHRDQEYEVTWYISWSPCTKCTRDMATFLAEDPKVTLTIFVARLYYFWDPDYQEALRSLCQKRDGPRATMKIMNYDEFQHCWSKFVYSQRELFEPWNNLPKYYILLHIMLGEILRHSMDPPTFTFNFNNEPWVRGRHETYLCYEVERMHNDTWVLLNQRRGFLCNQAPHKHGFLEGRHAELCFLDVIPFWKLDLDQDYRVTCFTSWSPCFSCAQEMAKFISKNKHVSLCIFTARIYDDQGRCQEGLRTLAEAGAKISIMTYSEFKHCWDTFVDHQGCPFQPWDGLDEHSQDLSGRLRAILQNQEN
mIAP activ: mouse IAP activation; muIAP, CDP-Star luminescence, 30 min; hits give high values; 1 = vehicle-only enzyme signal, 0 = enzyme-free wells; activation factor at 10 µM; 330,000 compounds, 0.24% hits;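 active means activation factor of at least 2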; further: the source names both 10 and 20 µM as test concentration; values of inactives mirror those of a sister screen read the other way
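System: Mouse IAP enzyme | Also added: CDP-Star substrate | Dosing: Compounds dispensed in DMSO | Schedule: 30 min enzyme-substrate-compound incubation at room temperature | Technique: Chemiluminescence readout | Control set: DMSO-only wells and no-enzyme negative control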
The depositor's hits bear a star.

The line under a structure holds: beta cell repl | NALP3 yeast inh | hIAP block | A3A deaminase | mIAP inh | hIAP activ | SENP1 inh | APOBEC3G inh | mIAP activ
- COc1ccc(C(=O)Nc2c3c(nn2C(C)(C)C)CS(=O)(=O)C3)cc1OC
  -2 | 6 | -13 | -3 | -10 | 1.1 | 3 | -6 | 1.1
- CCC(C)c1ccccc1NC(=O)COC(=O)c1ccc(N2CCCC2)c([N+](=O)[O-])c1 (stereo not given)
  -5 | 21 | 14 | 5 | 17 | 0.86 | 1 | 0 | 0.83
- CCCCC(=O)Nc1nc2ccc(C(=O)OC)cc2s1
  0 | -8 | -12 | -4 | -13 | 1.1 | -6 | -5 | 1.1
- Cc1nn2cc(-c3ccc(Cl)cc3)cnc2c1Cl
  -4 | 10 | 18 | -9 | 0 | 0.82 | 1 | 2 | 1
- COc1ccccc1N(CC(=O)NC1CCCC1)S(=O)(=O)c1ccc(C)cc1
  0 | 9 | -32 | -3 | -16 | 1.3 | 4 | -5 | 1.2
- CC(C)(C)OC(=O)N/N=C/c1ccc(C(=O)O)cc1
  0 | 6 | 3 | 0 | -6 | 0.97 | 0 | -4 | 1.1
- COc1ccc(C2/C(=C(/O)c3ccccc3)C(=O)C(=O)N2CO)cc1 (stereo not given)
  -2 | 0 | 17 | -2 | 0 | 0.83 | 2 | -2 | 1
- CC(Cc1cccnc1)NC(=O)c1cc(COc2c(F)cccc2F)on1 (stereo not given)
  2 | -2 | -17 | 0 | 2 | 1.2 | -2 | -5 | 0.98
- CCOc1ccc(S(=O)(=O)N2CCC(C(=O)OC(C)C(=O)N3CCOCC3)CC2)cc1 (stereo not given)
  7 | -1 | 0 | -2 | 2 | 0.99 | -1 | -11 | 0.98
- COc1cccc(N2CCN(CC(=O)NC(=O)NC3CCCCC3)CC2)c1
  5 | 20 | 3 | -4 | 7 | 0.97 | 3 | -6 | 0.93
- CC1CN(S(=O)(=O)c2cccc(C(=O)N3CCC(C(N)=O)CC3)c2)CC(C)O1 (stereo not given)
  -4 | 13 | -15 | 3 | -4 | 1.2 | 2 | 3 | 1
- Cc1cc2oc(=O)cc(CN(C)Cc3ccc(OC(F)F)cc3)c2cc1Cl
  -3 | 10 | 6 | 2 | -10 | 0.94 | 0 | 5 | 1.1
- COc1cccc(-n2ccnc2SCC(=O)N2CCc3ccccc32)c1
  1 | 11 | -7 | -4 | 6 | 1.1 | 2 | -4 | 0.94
- NC(=O)COc1cccc2cccnc12
  -3 | 7 | 12 | 6 | 4 | 0.89 | 3 | 0 | 0.96
- O=C(Nc1cccc(F)c1)NC1(C(=O)N2CCN3CCCC3C2)CCCCC1 (stereo not given)
  -3 | 10 | -18 | -3 | -25 | 1.2 | -3 | -3 | 1.3
- COc1ccc2c(c1)C(C)=CC(C)(C)N2C(=O)Nc1ccccc1
  -1 | 16 | 3 | -2 | -5 | 0.97 | -73 | -4 | 1
- Cc1cc(OCC(=O)Nc2ccc(CN3CCOCC3)cc2)ccc1Cl
  -5 | 41 | 4 | -1 | -8 | 0.96 | 1 | -3 | 1.1
- O=C(Oc1ccc(-c2nnco2)cc1)N1CCCCC1
  0 | 7 | -10 | 5 | 7 | 1.1 | -3 | -1 | 0.93
- O=C(N=Nc1c(O)[nH]c2ccccc12)c1cccc(S(=O)(=O)N2CCCCC2)c1
  3 | -1 | 10 | -8 | 3 | 0.9 | 5 | -10 | 0.97
- Cc1cc(NC(=O)CCN2CCN(Cc3ccccc3)CC2)ccc1Br
  -6 | 25 | -14 | 0 | -9 | 1.1 | 1 | -4 | 1.1
- CCCN(C(=O)Cc1csc(-c2ccccc2)n1)C1CCS(=O)(=O)C1 (stereo not given)
  -1 | 14 | 3 | -6 | -1 | 0.97 | 1 | -9 | 1
- Cc1ccccc1OCCSCc1nc2ccccc2[nH]1
  -1 | 16 | -27 | 4 | -27 | 1.3 | -1 | -5 | 1.3
- COc1ccc(NC(=O)CSc2ccc3nnc(-c4ccccn4)n3n2)c(OC)c1
  2 | -3 | 25 | -1 | 9 | 0.75 | -1 | -2 | 0.91
- Cc1ccc(C2CC(C(F)(F)F)n3nc(C(=O)NCCN4CCOCC4)cc3N2)cc1 (stereo not given)
  -1 | -3 | -4 | 15 | -9 | 1 | 3 | 4 | 1.1
- O=C(c1ccc(F)cc1)N1C2CCC1CC(O)(c1ccc(F)cc1)C2 (stereo not given)
  1 | 4 | 13 | 1 | 4 | 0.87 | 3 | 0 | 0.96
- COc1ccccc1C(=O)NCCC(=O)NNC(=O)c1ccccc1O
  -2 | 0 | -49 | -2 | 20 | 1.5 | 1 | -4 | 0.8
- C/C(=N\NC(=O)c1cccc(C)c1)c1cccc(NC(=O)c2ccco2)c1
  -1 | 0 | -6 | -1 | 5 | 1.1 | -4 | -1 | 0.95
- Cc1ccc(NC(=O)c2ccc(OC(=O)COc3ccc(Cl)cc3C)cc2)cc1
  -4 | 11 | 4 | -3 | 9 | 0.96 | 2 | -10 | 0.91
- CCOCCCNC(=O)CCCOc1ccccc1
  3 | -1 | 15 | -2 | 3 | 0.85 | 1 | -4 | 0.97
- CCOc1ccc(-n2nc3c(=O)[nH]nc(C)c3c2C)cc1
  0 | 6 | 2 | -2 | 7 | 0.98 | 1 | -4 | 0.93
- Cc1cnnn1-c1cccc([N+](=O)[O-])c1
  -1 | 2 | -5 | -5 | -7 | 1 | 2 | -6 | 1.1
- CC1CC(C)CN(CCOCCSc2ccc(Cl)cc2)C1 (stereo not given)
  -5 | 25 | 3 | 1 | 12 | 0.97 | -1 | -4 | 0.88
- CC(=O)Nc1ccc(Oc2ccc3c(c2)C(=O)NC3=O)cc1
  0 | 4 | -32 | 0 | 8 | 1.3 | 1 | 0 | 0.92
- O=C(NC1CCCCC1)c1cccc(Cn2cc(Cl)cn2)c1
  -3 | 15 | 3 | 0 | -3 | 0.97 | 3 | -2 | 1
- O=S(=O)(c1ccsc1)N1CC=C(c2ccccc2)CC1
  -1 | 58* | 14 | -1 | -3 | 0.86 | 0 | -11 | 1
- CCOC(=O)Cc1csc(NC(=O)C2C3C=CC(C3)C2C(=O)O)n1 (stereo not given)
  0 | 27 | 10 | 3 | 1 | 0.9 | 2 | 0 | 0.99
- COc1ccc(N/C=C/C(=O)c2ccc(Oc3ncccn3)cc2)cc1
  -2 | -12 | -4 | 1 | 2 | 1 | 9 | 0 | 0.98
- CCN(C(=O)CSc1n[nH]c(-c2cccs2)n1)C1CCS(=O)(=O)C1 (stereo not given)
  -2 | 5 | -18 | -2 | 1 | 1.2 | 0 | -5 | 0.99
- COC(=O)CC(c1ccccc1F)N1Cc2ccccc2C1=O (stereo not given)
  -1 | 7 | 1 | 0 | 0 | 0.99 | -1 | 0 | 1
- CCOc1ccc(-c2nc(CSCC(=O)NCc3ccco3)c(C)o2)cc1
  -3 | -4 | -9 | 0 | -6 | 1.1 | 0 | 1 | 1.1
- CCn1c(C)nc2cc(C(=O)NNC(=S)Nc3ccc(C)cc3)ccc21
  -3 | 17 | -101 | 5 | -15 | 2* | 2 | 1 | 1.2
- CCC(C)NC(=O)CSc1nc2ccccc2c(=O)n1Cc1ccc(OC)cc1 (stereo not given)
  -2 | 1 | -5 | 2 | -1 | 1 | 1 | 2 | 1
- CCOC(=O)Cc1csc(NC(=O)CCc2ccccc2)n1
  -1 | 20 | -16 | -5 | 2 | 1.2 | -2 | -5 | 0.98
- CCC/C(O)=C1\C(=O)CC(c2ccccc2)CC1=NC(C)C(=O)O (stereo not given)
  0 | 3 | -6 | 0 | -6 | 1.1 | 5 | -7 | 1.1
- CCN(Cc1ccccc1)S(=O)(=O)c1ccc(C(=O)N(CCCN(C)C)c2nc3cc(C)cc(C)c3s2)cc1
  -7 | 23 | 10 | 1 | 4 | 0.9 | 2 | 3 | 0.95
- N#C/C(=C(O)\C=C\c1ccccc1)c1nc2ccccc2[nH]1
  -2 | 26 | 14 | -4 | 15 | 0.86 | -27 | 0 | 0.85
- C[C@H]1CN([C@@H](C)CO)C(=O)c2cc(NC(=O)C3CCCCC3)ccc2O[C@H]1CN(C)C(=O)Nc1ccc2c(c1)OCO2
  2 | 10 | 4 | 0 | -12 | 0.96 | 1 | -4 | 1.1
- CCCCC(=O)Nc1cc(OCC)c(NC(=S)NC)cc1OCC
  -3 | 12 | -26 | -5 | -10 | 1.3 | 0 | -6 | 1.1
- C/C(CC(=O)Nc1ccc(N(C)C)cc1)=N\NC(=O)c1ccc(C(C)(C)C)cc1
  -5 | 16 | 16 | -3 | 1 | 0.84 | 0 | 25 | 0.99
- Cc1cc2nc(=O)c(/C=C3\C=Nc4ccccc43)c(N)n2o1
  -3 | 5 | -2 | 2 | 8 | 1 | -39 | -6 | 0.92
- CC1(C)COCN1C(=O)c1ccc(C#N)cc1
  -4 | 10 | 4 | -1 | 4 | 0.96 | 3 | -2 | 0.96
- COc1ccc(CCNC(=O)C2CCN(S(=O)(=O)c3ccc(SC)cc3)CC2)cc1
  -3 | 4 | -11 | 0 | -14 | 1.1 | 1 | -3 | 1.1
- COc1cc(/C=C2/NC(=O)N(CC(=O)Nc3ccc(C)cc3)C2=O)ccc1Oc1ccc([N+](=O)[O-])cn1
  2 | 19 | 16 | -3 | 8 | 0.84 | 0 | -2 | 0.92
- CCCCc1nnc(SC(C)C(=O)Nc2nccs2)n1C (stereo not given)
  2 | 15 | 2 | 1 | -4 | 0.98 | 2 | -5 | 1
- Cc1ccc(C(=O)NCCN2CCOCC2)c(Cl)c1
  6.0* | -8 | -4 | -5 | 7 | 1 | -1 | -5 | 0.93
- Cc1ccccc1-c1nn(-c2ccc(F)cc2F)cc1CNCC(C)O (stereo not given)
  0 | 3 | -20 | 1 | -2 | 1.2 | 1 | -1 | 1
- O=C(CCC(=O)N1CCN(Cc2ccc(F)cc2)CC1)Nc1nnc(C(F)(F)F)s1
  -3 | 13 | -32 | -5 | 1 | 1.3 | 0 | -1 | 0.99
- CC1(C(=O)N2CCC(CO)(Cc3cccc(C(F)(F)F)c3)CC2)CC1
  -1 | 11 | -8 | 0 | 0 | 1.1 | -1 | -2 | 1
- O=c1cc(CSc2ccccn2)c2ccccc2[nH]1
  -1 | -8 | 0 | -2 | 1 | 1 | 2 | -4 | 0.99
- O=C(NCc1ccccc1)c1cccc(F)c1F
  -2 | 28 | -17 | -5 | 6 | 1.2 | 0 | -6 | 0.94
- COc1ccccc1NC(=O)CCNC(=O)Cn1ccc2ccccc2c1=O
  3 | 5 | 2 | 1 | -6 | 0.98 | 1 | -3 | 1.1

This is a subset. The share of hits here may be higher or lower than overall.
